HSF1 inhib: HSF1 inhibition. NIH3T3-HGL HSE-luciferase, MG132-induced, luminescence 8 h; stronger effect = lower value. activity change, negative = inhibition, % at 7.5 µM (by protocol). 300,000 tested, 0.77% active. AID 2098;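 active means more than half of replicate wells show activity change below -50%, luminescence cut by over half; inconclusive means some wells, but at most half, below -50%; inactive means no replicate well below -50%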;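 further: luciferase reports HSF-1 transcriptional activity via heat shock element; 0% = median of DMSO wells and -100% = zero luminescence signal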
DYRK1A inh: inhibitors of rat Dyrk1A kinase | ADP-Glo luminescence, NFATc1 peptide | 310,000 tested, 0.43% active | Q63470 | inhibition, % at 12.5 µM; in the data active means inhibition above about 50%;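 further: plate controls were vehicle with enzyme for no effect and no enzyme for full effect; many of its hits are not listed in these tables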
Platelet DG rel: modulates dense granule release in human platelets; inhibition, %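 (compounds screened at 7.5 µM in platelet-rich plasma)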; AID 1663; 300,000 tested, 0.22% active; human platelet-rich plasma, SFLLRN dense granule ATP release, luminescence;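 active means mean replicate score, as percent of positive control, at or above 50; inconclusive means mean below 50 but at least one replicate at or above 50; inactive means mean and every replicate below 50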
IEC-6 tox: IEC-6 cytotoxicity, counter-screen for KLF5 inhibitors. luminescence viability. inhibition, % at 5 µM. 290,000 tested, 0.78% active; in the data active means inhibition above about 22%;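 further: 0% = plate median of test compound wells and 100% = cytotoxic reference compound wells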
HSP90 refold inh: inhibitors of HSP90 luciferase refolding in rabbit reticulocyte lysate. inhibition, % at 5.6 µM. luciferase refolding luminescence, 3 h. 290,000 tested, 0.91% active;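 active means inhibition above the screen-wide mean plus 3 SD, computed separately per campaign, cut at about 16% in these data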;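 further: 0% = DMSO wells and 100% = 60 µM geldanamycin wells; inhibitors lower the luminescence because luciferase stays unfolded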
KLF5 inh: inhibitors of KLF5 expression | inhibition, % at 5 µM | 290,000 tested, 0.23% active | DLD-1 KLF5 promoter-luciferase reporter, luminescence | AID 1700;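 active means inhibition above a per-plate limit of that plate's mean compound inhibition plus 3 SD, cut at about 60% in these data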;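 further: 0% = DMSO wells and 100% = LY294002 at 200 µM; higher means less KLF5 promoter-driven luciferase light; inactives centre near -14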
HSF-1 act: increases HSF-1 driven luciferase reporter signal | NIH3T3-HGL HSF-1 luciferase reporter, MG132, 8 h; 100% = twice DMSO control signal | activation, % at 9 µM | 300,000 tested, 1.7% active | AID 504408;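 active means mean replicate activation of at least 50% with a set share of replicates each reaching 50%; inconclusive means only one of those two conditions met; inactive means mean below 50% and too few replicates reaching it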;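 further: 0% = median of the neutral control wells and 100% = twice that signal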
GSK3 alpha inh: human GSK-3 alpha kinase inhibition; P49840; ADP-Glo luminescence, 60 min; inhibition, % at 10 µM; 320,000 tested, 0.1% active; AID 2650;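 in the data active means inhibition above about 50%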;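 further: GST-tagged GSK-3 alpha with peptide substrate and 25 µM ATP; 0% = DMSO neutral wells and 100% = GW8510 positive control wells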
Target sequence (P49840 whole entry, looked up): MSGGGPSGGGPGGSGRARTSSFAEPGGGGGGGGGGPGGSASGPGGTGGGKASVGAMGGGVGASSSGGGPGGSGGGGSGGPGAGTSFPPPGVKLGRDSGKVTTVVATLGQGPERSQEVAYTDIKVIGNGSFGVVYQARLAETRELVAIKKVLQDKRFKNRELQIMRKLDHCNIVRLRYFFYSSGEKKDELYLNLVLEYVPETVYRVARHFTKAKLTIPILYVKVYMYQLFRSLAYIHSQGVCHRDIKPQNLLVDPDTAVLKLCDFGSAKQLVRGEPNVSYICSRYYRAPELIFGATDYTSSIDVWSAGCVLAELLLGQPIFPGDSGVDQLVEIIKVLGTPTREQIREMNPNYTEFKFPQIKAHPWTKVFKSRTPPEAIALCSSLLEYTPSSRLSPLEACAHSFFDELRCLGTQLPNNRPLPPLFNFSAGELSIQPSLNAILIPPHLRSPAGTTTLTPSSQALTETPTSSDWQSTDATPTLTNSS
aSyn UTR inh: MLPCN primary screen, SNCA 5' untranslated region | alpha-synuclein 5'UTR reporter, inhibitor activity | AID 1813 | 300,000 tested, 0.82% active | inhibition, % (tested at 7.5 µM); in the data active means inhibition above about 60%; inconclusive means no clear call, values can overlap the other calls;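 further: H4 neuroglioblastoma cells stably carrying SNCA 5'UTR luciferase fusion; 0% = DMSO wells and 100% = positive control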
GSK3beta inhib: blocks human GSK3beta kinase activity. P49841. GST-GSK3beta kinase, ADP-Glo luminescence, 60 min; stronger effect = lower value. activity score (negative = inhibition), % at 10 µM. 300,000 tested, 0.038% active. AID 2097;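 active means more than half of replicate wells score below -50%, meaning over 50% inhibition versus plate controls; inconclusive means some replicates but at most half score below -50%; inactive means no replicate scores below -50%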;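 further: 0% = median DMSO wells and -100% = median GW8510 positive control wells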
Target sequence (P49841 whole entry, looked up): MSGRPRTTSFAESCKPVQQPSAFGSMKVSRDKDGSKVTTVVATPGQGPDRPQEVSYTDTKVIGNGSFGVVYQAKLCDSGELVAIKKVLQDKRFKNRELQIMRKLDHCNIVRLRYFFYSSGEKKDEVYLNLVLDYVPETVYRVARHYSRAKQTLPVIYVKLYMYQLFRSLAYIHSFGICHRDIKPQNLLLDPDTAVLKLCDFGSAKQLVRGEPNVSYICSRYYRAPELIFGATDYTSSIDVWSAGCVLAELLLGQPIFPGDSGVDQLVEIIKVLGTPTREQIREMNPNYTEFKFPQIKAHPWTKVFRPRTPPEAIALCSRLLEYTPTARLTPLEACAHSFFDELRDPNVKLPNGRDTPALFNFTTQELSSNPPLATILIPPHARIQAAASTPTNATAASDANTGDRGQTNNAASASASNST
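Test system: GST-fused GSK3beta enzyme, cell-free | Quantity: 1.6 ng GST-GSK3beta enzyme per well | Reagent: 25 µM ATP with peptide substrate | Schedule: 60 min enzyme reaction, room temperature | Signal: Luminescent ADP-Glo measurement of ADP formed | Read-out basis: Score relative to plate controls | Control set: DMSO and 20 µM GW8510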
* hit, by the source's call; u = inconclusive; x = not tested or not shown; & = joins results of further samples. This is a subset; the hit share may differ from the screen's.

Screens in order – HSF1 inhib | DYRK1A inh | Platelet DG rel | IEC-6 tox | HSP90 refold inh | KLF5 inh | HSF-1 act | GSK3 alpha inh | aSyn UTR inh | GSK3beta inhib
- CC(=O)N1CCCSC1=Nc1ccccc1
    -9 | x | 6 | -5 | 0 | 13 | 7 | 0 | 17 | 3
- O=c1c2ccccc2nc(/C=C/c2ccc(O)cc2)n1-c1ccc(O)cc1
    -2 | -4 | 2 | 6 | 1 | -14 | 20 | -1 | -80 | 0
- O=c1cc(CN2CC=C(c3ccccc3)CC2)c2c(ccc3ccccc32)o1
    -2 | x | -3 | 2 | -5 | -6 | 31 | -7 | -59 | 4
- C=CCn1cc(C=C2C(=O)N(C)C(=O)N(C)C2=O)c2ccccc21
    -6 | -1 | 4 | 4 | 1 | 10 | 0 | 0 | 7 | -3
- Cc1cccc(-n2c(C)nc3ccccc3c2=O)c1C
    -4 | x | -59 | 0 | 1 | -16 | -10 | -1 | 14 | 1
- CCN1C(=O)C(=C/C=C/c2ccco2)C(=O)N(CC)C1=S
    -1 | 3 | -5 | 0 | -3 | -14 | 19 | -4 | -1 | 5
- COc1ccc(-n2c(O)c(/C=C/C=Nc3ccccc3)c(=O)[nH]c2=O)cc1
    -3 | 4 | -10 | 3 | 2 | -2 | -9 | -2 | 0 | 0
- COc1cc(C)c(CN2CC=C(c3ccc(F)cc3)CC2)cc1C
    -8 | 3 | -11 | -4 | 3 | -7 | -2 | 0 | 19 | -2
- COc1ccc(-n2c(/C=C3\C(=O)Nc4ccccc43)nc3ccccc3c2=O)cc1
    x | -3 | -8 | 2 | 3 | -6 | x | 10 | -59 | -1
- O=C(NCCCn1ccnc1)C(Cl)(Cl)Cl
    -4 | -1 | -8 | 0 | 1 | 9 | -4 | 0 | 19 | -1
- O=P(Nc1ccccc1Cl)(c1ccccc1)c1nc2c(s1)CCCC2 (centres undefined)
    0 | -6 | -3 | 8 | 2 | -6 | 7 | -1 | -12 | 3
- Cc1cccc(OP(=O)(NCc2ccccc2)Oc2cccc(C)c2)c1
    4 | -6 | -4 | 5 | 5 | -1 | 18 | -2 | -1 | 3
- COc1ccc(Br)cc1CNCCc1ccc2c(c1)OCO2
    -11 | 35 | 2 | x | x | x | -3 | 1 | -9 | -2
- C=CCn1c(O)c(/C=N/NC(=O)CCCC)c(=O)[nH]c1=S
    -4 | 0 | -8 | 3 | 4 | -18 | 2 | -2 | -7 | x
- COc1ccc(C(O)P(=O)(Oc2ccccc2)Oc2ccccc2)cc1 (centres undefined)
    5 | 2 | -1 | 8 | 4 | 3 | 14 | 5 | -11 | -6
- CC12CC[C@H]3[C@@H](CCC4(O)C[C@H](O)CCC34/C=N/NC(=O)Cc3ccccc3)C1(O)CCC2C1=CC(=O)OC1 (some centres undefined)
    3 | -1 | 3 | -1 | -2 | 10 | -3 | -1 | 25 | 2
- Cc1cc(=O)oc2cc(OCC(=O)N3C[C@H]4C[C@@H](C3)c3cccc(=O)n3C4)ccc12
    -2 | -13 | -1 | 1 | -2 | -6 | 0 | 6 | -8 | -3
- O=C(CSC1c2ccccc2-c2ccccc21)N/N=C/c1ccc(C(=O)O)cc1
    -6 | 0 | -9 | -2 | -3 | -6 | 14 | 0 | 6 | 3
- O=C(c1ccc2c3c(cccc13)CC2)C1CCCN(Cc2ncc[nH]2)C1 (centres undefined)
    -4 | 3 | -15 | 3 | -2 | -17 | 0 | -1 | 30 | 1
- CCN(CC)C(=O)c1ccc(NC(=O)COc2ccc(-c3nn(C)c(=O)c4ccccc34)cc2)cc1
    -1 | 6 | 4 | 8 | 0 | 21 | 13 | 1 | 4 | x
- O=C(CCn1nc(-c2ccc(Cl)cc2)ccc1=O)N1CCC2(CC1)OCCO2
    -4 | -3 | -5 | -8 | 2 | -1 | -7 | -2 | 16 | 0
- S=C1Nc2ccccc2Sc2ccccc21
    12 | 0 | 0 | 2 | -3 | -14 | 36 | -2 | 8 | -4
- Cc1ncc([N+](=O)[O-])n1CCOC(N)=O
    -1 | 0 | 9 | 0 | -1 | -16 | 3 | 0 | 5 | 2
- Cc1cc(/C=C2\C(=O)NC(=O)N(c3cccc(Br)c3)C2=O)c(C)n1C
    -8 | 4 | -10 | -2 | 0 | -20 | 13 | 1 | -59 | 0
- CCP(=S)(CC)c1ccc(N(C)C)cc1
    6 | 1 | -4 | 2 | -1 | -5 | -5 | -5 | -21 | 1
- Cc1cc(OC(=O)c2ccco2)c2c3c(c(=O)oc2c1)CCCC3
    4 | 38 | 17 | -2 | 1 | -21 | 20 | 0 | 5 | 6
- COc1nc2ccccc2c(=O)n1-c1ccc(C)cc1
    6 | -1 | 8 | 5 | 2 | 9 | 8 | 2 | -24 | -1
- O=C(Cn1c(=S)[nH]c2ccccc2c1=O)N1CCC2(CC1)OCCO2
    x | -1 | x | -1 | -2 | 0 | x | -4 | x | x
- CN(C)c1ccc(NC(=O)CN2C(=O)CN=C(c3ccccc3)c3ccccc32)cc1
    -2 | 8 | 5 | -5 | -3 | -13 | 15 | -1 | 5 | 1
- Cc1nn(Cc2ccc(Cl)cc2Cl)c(Cl)c1C(=O)O
    3 | -4 | 6 | -11 | 1 | -13 | 11 | 0 | 12 | 1
- CC(=NCc1cccnc1)c1c(O)n(-c2ccc(C)cc2)c(=O)[nH]c1=O
    -1 | -4 | -1 | 1 | -1 | -10 | -2 | 2 | -7 | 0
- CCOC(=O)c1sc(N=Nc2c(O)[nH]c(=O)[nH]c2=O)c(C(=O)OCC)c1C
    -3 | x | -3 | -2 | 3 | -3 | 4 | -3 | -41 | 2
- C/C(=N\N1CCCCCC1)c1c(O)n(-c2ccccc2C)c(=O)[nH]c1=O
    2 | 3 | 11 | -2 | -1 | 1 | 1 | -1 | 20 | -7
- C[N+](C)(C)c1ccccc1
    -2 | -3 | 0 | 0 | -2 | 11 | 10 | -3 | 11 | -1
- Cc1c(C(=O)O)cc(-c2ccccc2)n1Cc1ccccc1
    0 | 7 | -6 | -8 | 2 | 4 | 13 | -1 | -6 | 2
- c1ccc2c(NC3=NCCS3)cccc2c1
    -9 | 1 | -19 | -5 | 1 | -12 | -27 | 3 | 15 | 0
- O=C1NC(=O)N(c2ccccc2)C(=O)/C1=C/c1ccoc1
    -2 | -5 | 8 | -1 | 4 | -33 | 5 | -3 | 29 | -1
- Cc1c(N=Nc2c(O)n(-c3ccc(Br)cc3)c(=O)[nH]c2=O)c(=O)n(-c2ccccc2)n1C
    4 | 2 | -4 | 5 | 2 | -1 | 34 | -1 | 0 | 4
- CCC(C)NC(=O)CCC(=O)OC1O[C@H]2OC3(C)CC[C@H]4[C@H](C)CCC(C1C)C24OO3 (some centres undefined)
    -15 | -2 | 6 | 35* | 3 | 84* | -19 | 0 | 9 | 2
- Cc1ccc(-c2nc(N3CCOCC3)s[n+]2-c2ccccc2)cc1
    -25 | -1 | -12 | 1 | -4 | -35 | -36 | -3 | -233 | 3
- C=C1C(=O)O[C@@H]2C[C@@H](C)[C@@H]3C=CC(=O)[C@@]3(C)[C@@H](O)[C@H]12
    -92* | 9 | -1 | x | x | x | -93 | 4 | 119* | 0
- CCn1c(O)c(C=Nc2ccc(S(N)(=O)=O)cc2)c(=O)[nH]c1=S
    10 | 0 | 1 | 5 | 2 | 10 | 9 | -5 | 4 | -1
- O=C(NC12CC3CC(CC(C3)C1)C2)OC1CN2CCC1CC2 (centres undefined)
    -4 | x | 9 | 3 | 8 | -9 | 5 | -1 | -30 | 3
- COc1ccccc1/C=N/N=C(/N)N[N+](=O)[O-]
    -1 | 2 | 0 | -4 | 1 | -22 | 20 | 1 | 0 | 2
- Fc1ccc(C(OCCN2CCCC2)c2ccc(Br)cc2)cc1 (centres undefined)
    7 | -5 | -3 | 2 | -5 | -12 | 14 | -1 | -29 | 1
- CCOc1ccccc1-n1c(O)c(C=NCCCn2ccnc2)c(=O)[nH]c1=O
    1 | 9 | 5 | 0 | -6 | -8 | -9 | 40 | 9 | -13
- COc1cccc(/C=C2\N=C(c3cncc(Br)c3)OC2=O)c1
    -10 | -2 | 18 | 0 | 2 | 2 | -11 | -2 | 16 | -1
- CC(=O)OC1C2CCCC1C(N1CCCC1)CC2 (centres undefined)
    1&3 | 8&-3 | -8&3 | 3&6 | -1&4 | 6&-2 | 3&20 | 0&-4 | 7 | 2&3
- COC(=O)C1=C(c2ccc(S(C)(=O)=O)cc2)C[C@@H]2CC[C@H]1N2C(=O)NCCS(C)=O (some centres undefined)
    -1 | 5 | -2 | x | x | x | 7 | -1 | 8 | 0
- CCOC(=O)C(O)(c1ccc(N(C)C(=O)COc2ccccc2)cc1)C(F)(F)F (centres undefined)
    -3 | 3 | 0 | 6 | 1 | -21 | 16 | 0 | 0 | 2
- N#Cc1ccc(NC(=O)CCNC(=O)c2ccco2)cc1Cl
    -9 | -3 | 1 | 2 | 0 | -36 | 4 | -2 | -6 | x
- O=[N+]([O-])c1ccc(NC2CCCC2)c2ccncc12
    -10 | 2 | -11 | 1 | -4 | -8 | -6 | 1 | u | -7
- O=C(NCc1cccnc1)NC1CCCCC1
    -3 | x | -1 | -3 | -1 | -19 | 0 | -4 | -17 | 0
- O=C(Nc1cccc(C(F)(F)F)c1)c1cccn(Cc2ccc3c(c2)OC(F)(F)O3)c1=O
    -4 | -2 | -2 | 1 | -1 | 19 | 3 | -1 | -3 | 2
- CN1CCC(O)(c2cccs2)C(C(=O)c2cccs2)C1 (centres undefined)
    -8 | -3 | x | 5 | -3 | -5 | -3 | -1 | 8 | 0
- CC(C)Sc1nnc(OC(=O)N(C)C)n1-c1ccccc1
    0 | x | 0 | 1 | 1 | -22 | 4 | -5 | 14 | -3
- CCCCn1c(=O)c(C(=O)Nc2ccccc2N)c(O)c2ccccc21
    10 | 13 | -6 | -3 | -3 | -8 | 34 | 1 | 10 | -3
- COc1ccc(-c2[nH]ncc2CNC(C)Cc2cccc(C)n2)cc1F (centres undefined)
    0 | -9 | 1 | -5 | 0 | -19 | -11 | -2 | 5 | -4
- COc1ccc(Cn2c(O)c(/C=N/NC(=O)c3ccncc3)c(=O)[nH]c2=O)cc1
    -12 | x | -1 | -1 | -2 | -16 | -3 | 1 | 16 | 1
- COc1cccc(OC)c1C1=NCC(=O)Nc2c1oc1ccc(Br)cc21
    -31 | 14 | u | 34* | 1 | 35 | -33 | -1 | u | 2
- Cc1nc2ccccc2c(=O)n1/N=C/c1cc(Br)cc(Br)c1O
    -11 | -7 | 3 | x | x | x | -4 | -5 | -9 | 0

Compound activity deposited in PubChem by several laboratories.
